# Screening results from PubChem BioAssay.
# ROC1-CUL1 inh – inhibitors of human ROC1-CUL1 ubiquitin ligase activity. in vitro K48 di-Ub FRET, acceptor:donor ratio, 45 min. actives 0.6% (n = 140,000). inhibition, % at 10 µM; in the data active = inhibition above about 25%
# Target sequence (P62877 whole entry, looked up): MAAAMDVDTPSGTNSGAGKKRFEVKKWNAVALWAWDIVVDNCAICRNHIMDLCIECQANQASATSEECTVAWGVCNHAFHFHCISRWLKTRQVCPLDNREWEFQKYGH
# Target sequence (Q13616 whole entry, looked up): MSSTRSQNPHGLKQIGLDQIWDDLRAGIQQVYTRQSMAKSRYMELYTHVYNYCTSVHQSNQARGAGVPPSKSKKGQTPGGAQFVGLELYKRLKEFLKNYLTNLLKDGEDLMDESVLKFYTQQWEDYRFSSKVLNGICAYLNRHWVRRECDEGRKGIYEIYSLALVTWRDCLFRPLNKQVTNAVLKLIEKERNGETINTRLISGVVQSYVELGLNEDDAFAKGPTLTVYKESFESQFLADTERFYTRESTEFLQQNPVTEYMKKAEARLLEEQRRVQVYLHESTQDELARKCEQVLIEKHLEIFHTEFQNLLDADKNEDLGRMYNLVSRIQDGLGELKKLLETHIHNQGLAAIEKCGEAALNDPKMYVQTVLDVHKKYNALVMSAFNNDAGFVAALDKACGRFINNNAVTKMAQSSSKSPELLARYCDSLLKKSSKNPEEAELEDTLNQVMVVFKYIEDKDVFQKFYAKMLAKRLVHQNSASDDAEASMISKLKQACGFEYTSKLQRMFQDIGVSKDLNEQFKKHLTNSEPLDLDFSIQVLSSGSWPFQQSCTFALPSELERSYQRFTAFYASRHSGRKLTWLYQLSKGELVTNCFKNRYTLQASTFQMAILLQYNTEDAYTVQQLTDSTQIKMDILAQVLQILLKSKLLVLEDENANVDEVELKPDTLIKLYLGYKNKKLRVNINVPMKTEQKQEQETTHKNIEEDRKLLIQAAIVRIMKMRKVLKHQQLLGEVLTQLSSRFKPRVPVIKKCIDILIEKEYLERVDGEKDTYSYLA
# * = called active by the depositor.
Molecule: CCC1CN(C(=O)Nc2cc(Cl)c(OC)cc2OC)c2ccccc2O1 (stereo unspecified)
  ROC1-CUL1 inh = 3
Molecule: CCCCCCCNC(=O)c1ccc(C#CC2(O)CCCCC2)cc1
  ROC1-CUL1 inh = 5
Molecule: Cc1cc(C)c2oc(C(=O)Nc3sc4c(c3C(=O)NCc3ccco3)CCC4)cc(=O)c2c1
  ROC1-CUL1 inh = -6
Molecule: COc1cc(OC)c(C(=O)Nc2ccc(O)cc2)cc1OC
  ROC1-CUL1 inh = -1
Molecule: CCCC1C(C(C)=O)=C(C)N=C(SCC(=O)c2ccc(Br)cc2)C1C#N (stereo unspecified)
  ROC1-CUL1 inh = 10
Molecule: O=c1c(Oc2ccc3ccccc3c2)c(C(F)(F)F)oc2c(CN3CCCCCC3)c(O)ccc12
  ROC1-CUL1 inh = 8
Molecule: CC1(C)O[C@H]2[C@@H](O1)[C@@H](C(=O)Nc1cc(F)ccc1F)O[C@@H]1OC(C)(C)O[C@@H]12
  ROC1-CUL1 inh = -3
Molecule: CCOc1ccc(N(CC)S(=O)(=O)N2CCCC(C(=O)NCc3ccc(Cl)cc3)C2)cc1 (stereo unspecified)
  ROC1-CUL1 inh = 12
Molecule: C=CCc1ccc(OCCCNC2CCCC2)c(OC)c1
  ROC1-CUL1 inh = 3
Molecule: CCN(c1ccccc1C)S(=O)(=O)c1nnc(NC(=O)c2ccc(OC)c(OC)c2)s1
  ROC1-CUL1 inh = 14
Molecule: O=C(CCCOc1ccccc1)Nc1ccc(S(=O)(=O)Nc2nccs2)cc1
  ROC1-CUL1 inh = 18
Molecule: NC(=O)CSc1nc2c(c(=O)n1C1CCCCC1)C1(CCCCC1)Cc1ccccc1-2
  ROC1-CUL1 inh = 2
Molecule: CCOc1ccc2c(c1)c(=O)c(C(=O)c1ccc3c(c1)OCO3)cn2Cc1cccc(F)c1
  ROC1-CUL1 inh = -1
Molecule: Cc1ccc(NC(=O)Cn2c(=O)nc(-c3ccccc3F)c3cc(Cl)ccc32)c(Br)c1
  ROC1-CUL1 inh = 5
Molecule: O=C(NC1CCCC1)c1ccc2snnc2c1
  ROC1-CUL1 inh = 0

# In a second layout: three of the compounds above.
canonical_smiles | ROC1-CUL1 inh
O=C(CCCOc1ccccc1)Nc1ccc(S(=O)(=O)Nc2nccs2)cc1 | 18
CCN(c1ccccc1C)S(=O)(=O)c1nnc(NC(=O)c2ccc(OC)c(OC)c2)s1 | 14
CCCC1C(C(C)=O)=C(C)N=C(SCC(=O)c2ccc(Br)cc2)C1C#N (stereo unspecified) | 10

# Continuation.
Molecule: NC(=O)C1CCCN1S(=O)(=O)c1ccc2ccccc2c1 (stereo unspecified)
  ROC1-CUL1 inh = -4
Molecule: O=C(Nc1ccc(-c2cscn2)cc1)C1CCCN(C(=O)CN2CCCC2=O)C1 (stereo unspecified)
  ROC1-CUL1 inh = -9
Molecule: COc1cccc(C(=O)Oc2ccc3c(=O)c(Oc4cccc(C)c4)coc3c2)c1
  ROC1-CUL1 inh = 2
Molecule: CCc1c(C)[nH]n(-c2nc3ccccc3s2)c1=O
  ROC1-CUL1 inh = 6
Molecule: CC(=O)Nc1c(NC(=O)CC#N)[nH]c2c(c1=O)c(=O)n(C)c(=O)n2C
  ROC1-CUL1 inh = 6
Molecule: Cc1cc2c(cc1S(=O)(=O)Nc1cccc(Cl)c1C)OCCN2C
  ROC1-CUL1 inh = -1
Molecule: O=C(/C=C/c1ccc(Cl)cc1)Nc1ccc(NC(=O)c2ccco2)cc1
  ROC1-CUL1 inh = -4
Molecule: COCCCNC(=O)c1ccc2c(=O)n(Cc3ccc(OC)cc3)c(=O)[nH]c2c1
  ROC1-CUL1 inh = 7
Molecule: Cc1nc(NCC(O)c2ccccc2Cl)cc(C2CCNCC2)n1 (stereo unspecified)
  ROC1-CUL1 inh = 0
Molecule: Cc1ccc(OCC(=O)Nc2nonc2-c2ccc(Br)cc2)cc1C
  ROC1-CUL1 inh = -1
Molecule: Nc1ccc2c(c1)C/C(=C/c1ccco1)C2=O
  ROC1-CUL1 inh = 31*
Molecule: CC(C)c1nc2ccc(C(=O)NCCCN3CCN(c4cccc(Cl)c4)CC3)cc2o1
  ROC1-CUL1 inh = 3
Molecule: COc1cc(OC)c(OC)cc1/C=C/C(=O)c1ccc[nH]1
  ROC1-CUL1 inh = 4
Molecule: C/C(=N\NC(=O)c1ccncc1)c1cccc(NC(=O)c2ccc(Cl)s2)c1
  ROC1-CUL1 inh = -7
Molecule: O=C(c1ccc(Br)cc1)n1c(CSc2nc3ccccc3s2)n[nH]c1=S
  ROC1-CUL1 inh = -1

Molecule: CCCCCCCCCCCCSCCOCn1cc(F)c(=O)[nH]c1=O
  ROC1-CUL1 inh = -3
Molecule: COc1ccc(-c2cc(C(=O)Nc3ccc4c(c3)OCO4)no2)cc1OC
  ROC1-CUL1 inh = -3
Molecule: COc1ccc(N2C(=O)C(=O)N(c3ccccc3)C2=S)cc1
  ROC1-CUL1 inh = 4
Molecule: COc1ccc2c(c1)c1c(c(=O)n(-c3cccc(C)c3)c(=O)n1CC(=O)NCc1ccc(C)cc1)n2C
  ROC1-CUL1 inh = -4
Molecule: O=C1NC(=S)NC(=O)C1=Cc1cc(Cl)ccc1OCc1ccc(C(=O)O)cc1
  ROC1-CUL1 inh = 12
Molecule: CCOC(=O)c1c(C)n(C)c2cc(Br)c(OC)c(OC(C)=O)c12
  ROC1-CUL1 inh = 5
Molecule: CCOc1ccc(NC(=O)Cn2c(=O)n(Cc3ccco3)c(=O)c3oc4ccccc4c32)cc1
  ROC1-CUL1 inh = -7
Molecule: COc1ccc(C(=O)N2N=C3CCCCCC3C2(O)C(F)(F)F)cc1 (stereo unspecified)
  ROC1-CUL1 inh = 8
Molecule: CCOC(=O)C[n+]1c(C)csc1C
  ROC1-CUL1 inh = 0
Molecule: CC1=Nc2nc(C(F)(F)F)nn2C(=O)C1Cc1ccccc1 (stereo unspecified)
  ROC1-CUL1 inh = 1
Molecule: O=C(COc1ccccc1)N1CCC(C2CCN(c3ncccn3)CC2)C1 (stereo unspecified)
  ROC1-CUL1 inh = 4
Molecule: CN(C)CCOC(c1ccc(F)cc1)c1ccc(F)cc1
  ROC1-CUL1 inh = 6
Molecule: CC(=O)c1cc(CN2CCC3(CCCN(CC(C)(C)C)C3=O)C2)cs1 (stereo unspecified)
  ROC1-CUL1 inh = -4
Molecule: Cc1ccc(C)c(NC(=O)N2CCN(C/C=C/c3ccccc3)CC2)c1
  ROC1-CUL1 inh = 2
Molecule: Cc1ccc(S(=O)(=O)N2CCN(Cc3ccccc3Cl)CC2)cc1
  ROC1-CUL1 inh = -1

# Individual results from above.
# `O=C1NC(=S)NC(=O)C1=Cc1cc(Cl)ccc1OCc1ccc(C(=O)O)cc1` in ROC1-CUL1 inh → 12
# `COc1ccc(C(=O)N2N=C3CCCCCC3C2(O)C(F)(F)F)cc1` (stereo unspecified) in ROC1-CUL1 inh → 8
# `Cc1ccc(S(=O)(=O)N2CCN(Cc3ccccc3Cl)CC2)cc1` in ROC1-CUL1 inh → -1
# `CCOc1ccc(NC(=O)Cn2c(=O)n(Cc3ccco3)c(=O)c3oc4ccccc4c32)cc1` in ROC1-CUL1 inh → -7
# `CC(=O)c1cc(CN2CCC3(CCCN(CC(C)(C)C)C3=O)C2)cs1` (stereo unspecified) in ROC1-CUL1 inh → -4
# `COc1ccc(N2C(=O)C(=O)N(c3ccccc3)C2=S)cc1` in ROC1-CUL1 inh → 4
# `CCCCCCCCCCCCSCCOCn1cc(F)c(=O)[nH]c1=O` in ROC1-CUL1 inh → -3

# Next section.
Molecule: CC(C(=O)Nc1sc2c(c1C(=O)NCc1ccco1)CCCC2)N1C(=O)c2ccccc2C1=O (stereo unspecified)
  ROC1-CUL1 inh = 9
Molecule: Cc1ccc(OC(C)C(=O)Nc2ccc(Cl)c(Cl)c2)cc1 (stereo unspecified)
  ROC1-CUL1 inh = -3
Molecule: C=CCn1c(O)c(N=NC(=O)c2cc(C)[nH]n2)c2ccccc21
  ROC1-CUL1 inh = 7
Molecule: CC1CCN(S(=O)(=O)c2ccc(NC(=O)CCc3ccccc3)cc2)CC1
  ROC1-CUL1 inh = -2
Molecule: CCCC1(C2CCN(C(=O)C(=O)C(C)CC)CC2)NC(=O)N(Cc2ccco2)C1=O (stereo unspecified)
  ROC1-CUL1 inh = -1
Molecule: Cc1[nH]ncc1C(=O)NC1CCCc2nc(N(C)C)ncc21 (stereo unspecified)
  ROC1-CUL1 inh = -8
Molecule: CCOC(=O)C1CCCN(C(=O)c2nn(-c3ccc(C)cc3)c(=O)n(C)c2=O)C1 (stereo unspecified)
  ROC1-CUL1 inh = -2
Molecule: N#CC1C(=N)OC2=C(C(=O)CCC2)C1c1ccc(Cl)c([N+](=O)[O-])c1 (stereo unspecified)
  ROC1-CUL1 inh = -8
Molecule: CC(=O)C1=NN(c2ccc(C)cc2)C2(S1)S/C(=C/c1cccs1)C(=O)N2c1ccccc1 (stereo unspecified)
  ROC1-CUL1 inh = 2
Molecule: O=C(Cc1cccs1)NCc1cccnc1
  ROC1-CUL1 inh = -4
Molecule: CC(NC(=O)c1ccco1)c1cc2c(cc1Br)OCCCO2 (stereo unspecified)
  ROC1-CUL1 inh = 6
Molecule: COc1ccc(-c2cn3ccc(C)cc3n2)cc1F
  ROC1-CUL1 inh = -3
Molecule: O=C(c1ccccc1Cl)n1cc(Cl)cn1
  ROC1-CUL1 inh = 2
Molecule: COCCCNCc1ccc(SC)cc1
  ROC1-CUL1 inh = 1
Molecule: NC(=O)[C@@H]1CCCN1c1ccc(-c2nc(Cc3ccc(F)cc3)no2)cn1
  ROC1-CUL1 inh = 3

# 3 structures from above, arranged by length of the SMILES, largest number first.
Molecule: CC(C(=O)Nc1sc2c(c1C(=O)NCc1ccco1)CCCC2)N1C(=O)c2ccccc2C1=O (stereo unspecified)
  ROC1-CUL1 inh = 9
Molecule: CCCC1(C2CCN(C(=O)C(=O)C(C)CC)CC2)NC(=O)N(Cc2ccco2)C1=O (stereo unspecified)
  ROC1-CUL1 inh = -1
Molecule: COCCCNCc1ccc(SC)cc1
  ROC1-CUL1 inh = 1

# The listing continues:
Molecule: CN(C)CCCn1c2c(c(=O)c3ccc(Cl)cc31)CCO2
  ROC1-CUL1 inh = 3
Molecule: COc1ccccc1NC(=O)C1C(C)=Nc2nc(SCc3ccccc3Cl)nn2C1c1cccnc1 (stereo unspecified)
  ROC1-CUL1 inh = -5
Molecule: Cc1ccccc1CN1C(=O)C(O)(CC(=O)c2ccccc2O)c2ccccc21 (stereo unspecified)
  ROC1-CUL1 inh = 2
Molecule: CCS(=O)(=O)Nc1cc(C(=O)N(C)C(C)c2cccs2)c2c(c1)nc(-c1ccccc1)n2C (stereo unspecified)
  ROC1-CUL1 inh = 2
Molecule: Cc1cccc(CCNC(=O)c2nc(-c3ccc(Cl)cc3)n3c2CCCCC3)c1
  ROC1-CUL1 inh = -2
Molecule: CN(C)CC/C=C1/c2cc(F)ccc2Sc2ccc(Cl)cc21
  ROC1-CUL1 inh = 11
Molecule: C=CCNC(=O)C1CCN(Cc2cccc(C)c2)CC1
  ROC1-CUL1 inh = 2
Molecule: COc1cccc(CN2CCC(C(Cc3ccc(F)cc3F)N(C)C(=O)c3ccco3)CC2)c1OC (stereo unspecified)
  ROC1-CUL1 inh = 2
Molecule: Cc1c(NC(=O)Nc2ccc(Br)cc2F)sc2nc3n(c(=O)c12)CCC(C)CC3 (stereo unspecified)
  ROC1-CUL1 inh = -7
Molecule: CCC(C(=O)NCCc1ccc(SC)cc1)n1nc(C)c2sc3ccccc3c2c1=O (stereo unspecified)
  ROC1-CUL1 inh = 5
Molecule: Cc1ncc2c(c1-c1noc(-c3ccn[nH]3)n1)CCN(CC1CCOCC1)C2
  ROC1-CUL1 inh = 1
Molecule: O=C1Oc2ccccc2C(=NCCCN2CCOCC2)C1[N+](=O)[O-] (stereo unspecified)
  ROC1-CUL1 inh = 13
Molecule: CN(Cc1cccnc1)C(=O)c1coc(COc2cccc(F)c2)n1
  ROC1-CUL1 inh = -8
Molecule: Cc1cc(Br)c(NC(=O)CN2CCC(C)CC2)cc1C
  ROC1-CUL1 inh = 5
Molecule: O=C(CSc1nnc(-c2ccncc2)n1-c1ccccc1)NCc1ccco1
  ROC1-CUL1 inh = 3
Molecule: Cc1cccc2c1-c1sc(C(=O)NCCCN3CCN(c4cccc(Cl)c4)CC3)cc1CO2
  ROC1-CUL1 inh = -9
Molecule: CCOC(=O)NN(C(=O)c1ccccc1)C(C)(C)C
  ROC1-CUL1 inh = 1

# 4 of the entries above in order of the ROC1-CUL1 inh value, high to low.
Compound,ROC1-CUL1 inh
O=C1Oc2ccccc2C(=NCCCN2CCOCC2)C1[N+](=O)[O-] (stereo unspecified),13
CN(C)CC/C=C1/c2cc(F)ccc2Sc2ccc(Cl)cc21,11
CN(C)CCCn1c2c(c(=O)c3ccc(Cl)cc31)CCO2,3
CCOC(=O)NN(C(=O)c1ccccc1)C(C)(C)C,1

# The list is partial (hit frequency here may not be typical).
